SMARCA2 act: SMARCA2 function activation, primary screen. activation, % at 9.1 µM. 370,000 compounds, 1% hits. AID 652017. MG213 cells, MMTV-luciferase reporter, dexamethasone, overnight; in the data active = activation above about 7.8%;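 also: 0% = vehicle wells and 100% = reference activator wells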
DAX1 inh-1: DAX1 (NR0B1) inhibition, primary screen. AID 652010. HEK293T StAR-luciferase reporter, SF-1/DAX-1 repression relief. 370,000 compounds, 1.1% hits. inhibition, % at 6.8 µM;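 active = inhibition above the mean over all tested compounds plus 3 SD, cut at about 3.6% in these data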;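 also: 0% = DAX-1 cells with DMSO and 100% = cells lacking DAX-1 with DMSO; higher inhibition means more luminescence from relief of DAX-1 repression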
NPR2 activator: GC-B (human) receptor activation | P20594 | HEK293-GC-B cells, CNP EC30, cGMP TR-FRET; 0% at EC30 CNP, 100% saturating CNP | activation, % at 10 µM | 370,000 compounds, 0.11% hits | AID 1920062;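 active = activation at 10 µM reaching about 35% in either raw or pattern-adjusted values, limit read from the data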
GC-A act: GC-A (human) enzyme activation | P16066 | HEK293 GC-A cells, cGMP TR-FRET, EC30 ANP; 0% at EC30 ANP, 100% saturating ANP | activation, % at 10 µM | 370,000 compounds, 0.14% hits | AID 1671463; in the data active = activation above about 40%
HGIII-sPLA2 inh: Inhibits HGIII-sPLA2 liposome hydrolysis, primary screen | Q9NZ20 | QFRET BODIPY PC-A2 liposome hydrolysis, fluorescence | inhibition, % at 12.2 µM | 370,000 compounds, 0.56% hits;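 active = inhibition above mean plus 3 SD of compounds lying within the high and low control bounds, cut at about 19% in these data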;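 also: 0% = median of test compound wells and 100% = no enzyme DMSO wells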
Target sequence (Q9NZ20 whole entry, looked up): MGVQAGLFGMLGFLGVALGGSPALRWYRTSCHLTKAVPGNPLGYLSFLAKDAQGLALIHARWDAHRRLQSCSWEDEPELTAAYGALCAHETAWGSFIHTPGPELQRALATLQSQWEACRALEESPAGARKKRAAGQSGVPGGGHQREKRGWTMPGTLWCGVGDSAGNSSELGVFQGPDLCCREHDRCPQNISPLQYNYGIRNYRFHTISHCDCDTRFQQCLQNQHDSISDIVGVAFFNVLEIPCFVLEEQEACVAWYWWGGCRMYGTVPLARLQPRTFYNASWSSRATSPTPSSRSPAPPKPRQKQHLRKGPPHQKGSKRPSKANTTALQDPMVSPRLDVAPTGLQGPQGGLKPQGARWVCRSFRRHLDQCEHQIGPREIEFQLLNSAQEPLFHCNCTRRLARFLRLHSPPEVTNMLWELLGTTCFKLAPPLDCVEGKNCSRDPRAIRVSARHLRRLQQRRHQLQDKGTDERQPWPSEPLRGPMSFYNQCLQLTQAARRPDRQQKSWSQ
hgDAF12 agonist: activates the H. glycines DAF-12 receptor ligand-binding domain; HEK293 GAL4-hgDAF12 UAS-luciferase reporter, agonist luminescence; normalized to butyrate control; 370,000 compounds, 1.8% hits; activation, % at 6.8 µM; AID 687014;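 active = activation above a cutoff set at the mean of all screened compounds plus 3 SD, cut at about 10% in these data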;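 also: 0% = DMSO wells and 100% = sodium butyrate wells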
ssDAF12 agonist: S. stercoralis DAF-12 activation, primary screen | activation, % at 6.8 µM | 370,000 compounds, 1% hits | HEK293 ssDAF-12/GRIP1 lit1-tk-luc reporter, luminescence; % of 3 µM dafachronic acid response;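 active = activation above the mean over all tested compounds plus 3 SD, cut at about 0.9% in these data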;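 also: 0% = DMSO-only wells and 100% = 3 µM delta7-dafachronic acid wells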
hcDAF12 agonist: activates DAF-12 receptor from parasite H. contortus. HEK293 hcDAF-12 lit1-tk-luc reporter, luminescence; 0% DMSO, 100% Δ7-dafachronic acid. activation, % at 6.8 µM. 370,000 compounds, 1.4% hits;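 active = activation above the mean of all tested compounds plus 3 SD, cut at about 5.5% in these data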;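 also: 100% = response to 3 µM Δ7-dafachronic acid high control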
DAX1 inh-2: NR0B1 (DAX1) inhibition | inhibition, % at 6.75 µM | AID 504766 | HEK293 Gal4-DAX1 luciferase reporter, luminescence | P51843 | 340,000 compounds, 0.99% hits;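 active = inhibition above the mean over all tested compounds plus 3 SD, cut at about 4.2% in these data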;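 also: 0% = DAX1-transfected cells with DMSO and 100% = empty-vector control cells with DMSO; inhibition shows as a rise in luminescence from relieved DAX1 repression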
Target sequence (P51843 207-470 limits assumed): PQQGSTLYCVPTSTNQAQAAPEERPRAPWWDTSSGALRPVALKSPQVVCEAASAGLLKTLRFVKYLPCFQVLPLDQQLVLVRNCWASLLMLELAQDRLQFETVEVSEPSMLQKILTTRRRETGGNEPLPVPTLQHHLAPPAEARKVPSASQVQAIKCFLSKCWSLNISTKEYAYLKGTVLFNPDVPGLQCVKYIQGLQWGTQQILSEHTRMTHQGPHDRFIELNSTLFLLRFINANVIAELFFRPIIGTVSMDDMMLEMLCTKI
FXN GAA850 act: activators of GAA850 frataxin (FXN) promoter. 360,000 compounds, 0.56% hits. HEK293 lucGAA850 FXN promoter luciferase reporter, 24 h; percent of 10 µM SAHA response. activation, % at 6 µM;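 active = activation above the average of all compounds screened plus 3 SD, cutoff fixed separately per campaign, cut at about 7.5% in these data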;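 also: 0% = DMSO wells and 100% = 10 µM SAHA wells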
proKLK7 act: activates the human kallikrein-7 zymogen | 370,000 compounds, 0.9% hits | activation, % at 7 µM | purified proKLK7, EDANS-DABCYL substrate fluorescence; 100% is mature enzyme control, 0% vehicle;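 active = activation above the mean of all tested compounds plus 3 SD, computed per campaign excluding outliers beyond control limits, cut at about 13% in these data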
Target sequence (P49862 whole entry, looked up): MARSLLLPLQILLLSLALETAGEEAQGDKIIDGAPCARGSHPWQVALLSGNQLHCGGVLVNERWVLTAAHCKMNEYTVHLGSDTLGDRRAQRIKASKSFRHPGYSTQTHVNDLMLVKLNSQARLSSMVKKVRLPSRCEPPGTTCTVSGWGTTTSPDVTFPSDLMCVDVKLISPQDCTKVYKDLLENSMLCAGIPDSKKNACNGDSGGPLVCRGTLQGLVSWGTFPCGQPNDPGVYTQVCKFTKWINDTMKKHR
Active calls of the source: *; / = no result given.

1	COc1ccc(C(C(=O)OCCN(C)C)c2ccccc2)cc1 (configuration not stated)
2	Cc1cccnc1N(C(=O)Nc1ccccc1)C1=NCC(C)(C)S1
3	COc1cc(C(=O)NCC2(N3CCCCC3)CCCCC2)ccc1OCC(=O)N1CCOCC1
4	O=C(Oc1ccc(OC(=O)N2CCOCC2)cc1)c1ccccc1
5	O=C(NC(=S)N1CCN(C(c2ccccc2)c2ccccc2)CC1)c1ccc(S(=O)(=O)N2CCOCC2)cc1
6	Cc1cc(C)nc(SCc2nnc(SCC(=O)N3CCOCC3)o2)n1
7	CCC1(CC)Cc2ccccc2-c2nc3ccccc3c(=O)n21
8	CCCCOCC1CN(CCCC)S(=O)(=O)c2c(cccc2Sc2ccc(SC)cc2)O1 (configuration not stated)
9	CC1=C(C(=O)OCc2ccccc2)C(c2ccoc2)C(C#N)=C(N)O1 (configuration not stated)
10	COc1cc2ccccc2cc1C(=O)Nc1nccs1

assay / compound	1	2	3	4	5	6	7	8	9	10
SMARCA2 act	-1	-3	-1	2	-1	7	-1	-4	-1	1
DAX1 inh-1	1.1	0.5	2.0	-0.9	-0.5	-0.5	-0.4	0.8	-0.4	0.5
NPR2 activator	-21	3	-1	-4	-1	4	-2	5	7	-7
GC-A act	-22	-1	-3	4	0	3	-8	1	0	2
HGIII-sPLA2 inh	-3	5	2	4	-10	-1	6	-4	-25	-6
hgDAF12 agonist	1.4	-0.5	0.1	-0.4	-2.0	0.2	0.6	-0.8	-0.4	11*
ssDAF12 agonist	-0.5	-1.0	-0.3	-1.1	-0.6	-0.6	-1.6	-1.1	-1.2	1.4*
hcDAF12 agonist	-0.6	-1.8	0.5	0.6	0.5	0.2	-2.0	-1.9	-0.5	10.0*
DAX1 inh-2	-0.3	0.9	3.1	0.4	1.6	1.8	-0.9	/	-0.2	0.8
FXN GAA850 act	2.8	0.2	0.8	7.1	-2.3	-1.7	1.8	/	1.7	4.8
proKLK7 act	0.0	0.1	-0.5	-0.1	-0.3	0.3	0.5	0.4	-0.1	0.5

3 compounds from above, arranged by the value under HGIII-sPLA2 inh, high to low.
| cpd | Structure | SMARCA2 act | DAX1 inh-1 | NPR2 activator | GC-A act | HGIII-sPLA2 inh | ssDAF12 agonist | hcDAF12 agonist | DAX1 inh-2 | proKLK7 act |
| --- | --- | --- | --- | --- | --- | --- | --- | --- | --- | --- |
| 10 | COc1cc2ccccc2cc1C(=O)Nc1nccs1 | 1 | 0.5 | -7 | 2 | -6 | 1.4* | 10.0* | 0.8 | 0.5 |
| 5 | O=C(NC(=S)N1CCN(C(c2ccccc2)c2ccccc2)CC1)c1ccc(S(=O)(=O)N2CCOCC2)cc1 | -1 | -0.5 | -1 | 0 | -10 | -0.6 | 0.5 | 1.6 | -0.3 |
| 9 | CC1=C(C(=O)OCc2ccccc2)C(c2ccoc2)C(C#N)=C(N)O1 (configuration not stated) | -1 | -0.4 | 7 | 0 | -25 | -1.2 | -0.5 | -0.2 | -0.1 |

Next part:
11	Oc1c(CN2CCOCC2)cc(CN2CCOCC2)cc1CN1CCOCC1
12	CCOC(=O)NCc1ccc(S(=O)(=O)Nc2c(C)cccc2C)cc1
13	Cc1cccc(-c2cccc3c4c([nH]c23)[C@@H]2C[C@H](N(C)C(=O)Nc3ccccc3)[C@H]([C@H](C)O)C(=O)N2CC4)c1
14	CCOC(=O)c1c(NC(=O)COC(=O)CCS(=O)(=O)c2ccc(C)cc2)sc(C)c1C
15	COc1cc(-c2[nH]ncc2CN(C)Cc2nonc2C)cc(OC)c1OC
16	CC(NS(=O)(=O)c1ccc(Cl)cc1)C(=O)N1CCOCC1 (configuration not stated)
17	COc1cc(/C=N/n2c(COc3ccccc3)n[nH]c2=S)cc(Br)c1O
18	O=C(CCc1[nH]c2ccccc2c1Sc1ccccc1)N(CCO)CCO
19	COc1ccc(NC(=O)Cc2c(Sc3ccccc3)c3ccccc3n2C)cc1
20	Cc1ccc(C(=O)Oc2ccc3ccc(=O)oc3c2)cc1

assay / compound	11	12	13	14	15	16	17	18	19	20
SMARCA2 act	-4	-3	9.2*	-4	-2	-3	-3	-3	3	-1
DAX1 inh-1	-0.2	-0.5	-0.6	-0.1	-0.4	0.2	-0.1	0.1	1.1	0.0
NPR2 activator	-4	1	-5	-5	4	3	-2	-2	1	4
GC-A act	5	-1	-5	3	1	6	-5	12	2	2
HGIII-sPLA2 inh	17	-1	-18	0	-10	2	7	2	-6	0
hgDAF12 agonist	2.3	-1.8	-0.1	0.2	-1.7	0.2	1.8	1.8	0.3	0.1
ssDAF12 agonist	-1.3	-1.3	-0.9	-0.4	-1.7	-0.5	-1.5	-0.7	0.2	-0.9
hcDAF12 agonist	-0.3	-1.6	-2.8	0.8	-0.6	-0.4	0.7	0.3	3.6	0.8
DAX1 inh-2	3.5	-0.6	/	0.1	-1.6	0.4	0.0	-0.8	-0.6	1.3
FXN GAA850 act	0.3	0.4	/	2.0	-1.4	-1.6	0.6	0.9	1.8	-0.2
proKLK7 act	-1.5	1.4	-0.5	-0.9	-0.5	-0.3	1.2	-0.8	1.4	41*

A different layout for four compounds above:
Values in the order – SMARCA2 act | DAX1 inh-1 | NPR2 activator | GC-A act | HGIII-sPLA2 inh | hgDAF12 agonist | ssDAF12 agonist | hcDAF12 agonist | DAX1 inh-2 | FXN GAA850 act | proKLK7 act
3	COc1cc(C(=O)NCC2(N3CCCCC3)CCCCC2)ccc1OCC(=O)N1CCOCC1
→ -1 | 2.0 | -1 | -3 | 2 | 0.1 | -0.3 | 0.5 | 3.1 | 0.8 | -0.5
4	O=C(Oc1ccc(OC(=O)N2CCOCC2)cc1)c1ccccc1
→ 2 | -0.9 | -4 | 4 | 4 | -0.4 | -1.1 | 0.6 | 0.4 | 7.1 | -0.1
5	O=C(NC(=S)N1CCN(C(c2ccccc2)c2ccccc2)CC1)c1ccc(S(=O)(=O)N2CCOCC2)cc1
→ -1 | -0.5 | -1 | 0 | -10 | -2.0 | -0.6 | 0.5 | 1.6 | -2.3 | -0.3
6	Cc1cc(C)nc(SCc2nnc(SCC(=O)N3CCOCC3)o2)n1
→ 7 | -0.5 | 4 | 3 | -1 | 0.2 | -0.6 | 0.2 | 1.8 | -1.7 | 0.3

Additional records follow.
21	CN1CCN(C(=O)C2CCCN(S(=O)(=O)c3ccccc3)C2)CC1 (configuration not stated)
22	CC(C)CCNC(=O)c1cc([N+](=O)[O-])ccc1N1CCOCC1
23	CN(C(=O)COC(=O)CCc1c[nH]c2ccccc12)c1ccccc1
24	COc1ccccc1NC(=O)N(Cc1ccco1)Cc1cc2ccc(C)c(C)c2[nH]c1=O
25	O=C(c1ccc(CS(=O)(=O)c2cccc(C(F)(F)F)c2)o1)N1CCN(c2ccccn2)CC1
26	CCNC(=O)N(C)[C@H]1C[C@H]2c3[nH]c4cccc(-c5cccc(F)c5)c4c3CCN2C(=O)[C@H]1[C@H](C)O
27	O=C(CN1CCN(S(=O)(=O)c2ccc(C(F)(F)F)cc2)CC1)N1CCNC1=O
28	COc1ccc(S(=O)(=O)N(C)C[C@@H]2Oc3cc(Br)ccc3S(=O)(=O)N([C@H](C)CO)C[C@@H]2C)cc1
29	CCn1c(CNc2ccc(F)cc2)nnc1SCC(=O)Nc1ccccc1OC
30	O=C(NCc1ccccc1F)C1CCCN1C(=O)Nc1ccc(F)cc1 (configuration not stated)

assay / compound	21	22	23	24	25	26	27	28	29	30
SMARCA2 act	-3	-3	-2	-3	3	2	-1	-3	-6	-1
DAX1 inh-1	0.0	0.0	-0.5	-1.8	0.1	-1.6	2.4	-3.0	-0.5	-0.3
NPR2 activator	1	11	7	6	-1	12	2	-16	-5	-2
GC-A act	3	5	-2	-1	-2	-1	3	-26	-6	-2
HGIII-sPLA2 inh	7	7	-53	-13	-10	-6	3	-21	4	0
hgDAF12 agonist	-1.1	-1.0	1.6	-2.6	-0.7	6.2	2.9	-2.6	-1.8	-0.5
ssDAF12 agonist	-0.9	-1.9	-1.2	-1.1	-0.8	-1.6	-0.3	-1.6	-0.9	-1.1
hcDAF12 agonist	-2.4	-0.5	0.6	-0.1	-1.9	-4.5	1.1	-2.7	1.1	-2.1
DAX1 inh-2	-0.5	-0.7	0.6	-3.5	0.0	/	0.2	-0.3	-0.6	0.7
FXN GAA850 act	0.3	0.8	-0.5	-1.0	-1.2	/	1.6	3.8	1.4	0.8
proKLK7 act	-0.8	0.1	-0.2	0.4	-0.8	-29	0.0	-1.4	0.3	0.5

31	O=C(CCc1c[nH]c2ccccc12)Nc1ccc(Nc2ccccc2)cc1
32	CCO[C@@H]1OC(C(=O)NCc2ccccc2)=C[C@H](c2cn(C(C)=O)c3ccccc23)[C@H]1CCCO
33	COc1cc2ccccc2cc1C(=O)NCc1ccncc1
34	COc1ccc(NC(=S)NCCc2c[nH]c3ccc(OC)cc23)c(OC)c1
35	Cc1ccc(CCNC(=O)CCS(=O)(=O)c2ccc3c(c2)oc(=O)n3C)cc1
36	Cc1ccc(-c2nc(N/N=C/c3ccncc3)c3ccccc3n2)cc1
37	CCN(CC(=O)Nc1ccc2c(c1)OCCO2)C(=O)C(C)Oc1ccc(Cl)cc1 (configuration not stated)
38	Nc1nc(SCC(=O)c2ccc([N+](=O)[O-])cc2)n[nH]1
39	C#Cc1ccc([C@@H]2C=C(C(=O)OCC=C)O[C@H](OCCCCO)C2)cc1
40	O=c1c2ccccc2sc2c(CO)ccc(NCCN3CCCCC3)c12
41	CCc1ccc(C(=O)Nc2ccc(OC)c(S(=O)(=O)N3CCCCC3)c2)cc1

assay / compound	31	32	33	34	35	36	37	38	39	40	41
SMARCA2 act	-3	0	-2	-1	1	2	1	3	-1	8.6*	-5
DAX1 inh-1	-1.2	-0.1	0.6	-0.1	-0.6	3.1	0.6	0.6	-0.1	0.3	-6.5
NPR2 activator	-5	2	1	-12	1	-4	2	-3	-2	-3	0
GC-A act	-4	-1	1	-16	2	-12	2	1	-3	8	-1
HGIII-sPLA2 inh	-54	-14	8	9	-2	-33	-4	-6	-4	4	-8
hgDAF12 agonist	-1.5	-3.6	1.2	-1.2	2.2	9.7	-0.9	-2.2	-1.7	-3.5	-4.3
ssDAF12 agonist	-1.6	-1.1	-1.4	-0.6	-0.8	1.1*	-1.2	-1.8	-0.6	0.8	-2.7
hcDAF12 agonist	-1.4	1.8	-1.4	-2.7	-1.1	15*	-2.1	-1.3	1.1	2.5	-3.6
DAX1 inh-2	/	1.0	1.1	-1.9	-0.3	-3.8	-1.4	-0.9	0.5	-0.5	-2.8
FXN GAA850 act	/	1.0	2.5	-2.5	1.2	1.0	-0.3	3.0	-1.0	-1.9	-4.0
proKLK7 act	-0.2	1.2	2.6	0.0	-0.7	-0.8	0.1	0.3	1.1	-0.4	1.0

Source: PubChem
